# Bioassay records from PubChem.
# 14-3-3g Raf: modulators of human 14-3-3 gamma - Raf peptide interaction. FP, 14-3-3gamma / TMR-pS259-Raf peptide binding. 160,000 tested, 0.19% active. inhibition, % at 40 µM. P61981; in the data active means inhibition above about 30%;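 further: 0% = protein plus tracer without compound and 100% = blank with tracer alone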
# Target sequence (P61981 whole entry, looked up): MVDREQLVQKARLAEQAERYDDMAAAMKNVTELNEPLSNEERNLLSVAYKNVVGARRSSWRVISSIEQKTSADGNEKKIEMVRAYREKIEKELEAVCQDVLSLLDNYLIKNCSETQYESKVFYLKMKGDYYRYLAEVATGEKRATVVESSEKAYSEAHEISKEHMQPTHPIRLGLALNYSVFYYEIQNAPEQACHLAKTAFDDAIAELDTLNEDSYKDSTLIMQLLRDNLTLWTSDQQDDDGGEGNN
# Active calls of the source: *; & = joins results of further samples.
# Sample of the layout:
SMILES,14-3-3g Raf
CC1CCCCN1C(=O)CCNC(=O)Cn1cnc2ccccc2c1=O (stereo not given),12.8
C=C(C)Cn1c(SCC(N)=O)nc2c(c1=O)C1(CCCC1)Cc1ccccc1-2,-8.9

# Main list, from the first entry:
SMILES,14-3-3g Raf
CC1CCCCN1C(=O)CCNC(=O)Cn1cnc2ccccc2c1=O (stereo not given),12.8
C=C(C)Cn1c(SCC(N)=O)nc2c(c1=O)C1(CCCC1)Cc1ccccc1-2,-8.9
CCOc1ccc(C(C)=O)cc1Cc1c(O)nc(N)[nH]c1=O,0.5
COc1cccc(NC(=O)C(=O)NCc2cccnc2)c1,-3.3
Cc1ccc(NC(=O)CN(c2cc(C)cc(C)c2)S(=O)(=O)c2c(C)noc2C)nc1,-1.6
O=C1CC(c2cn(Cc3ccccc3)c3ccccc23)C(=O)N1c1ccccc1 (stereo not given),-1.5
Cc1ccc(N2CC(C(=O)Nc3cccnc3)CC2=O)cc1 (stereo not given),-8.4
Cc1ccc2c(ccc(C=Cc3ccc(N(C)C)cc3)[n+]2C)c1,-385.1
c1ccc(-c2nc3ccccc3nc2N2CCOCC2)cc1,-4.8
CN1C(=O)CC(C(=O)O)SC1=Nc1cccc(C(F)(F)F)c1 (stereo not given),-5.0
CCCCCn1c(CCNC(=O)CCC)nc2ccccc21,-4.3
Cc1nonc1N(C)S(=O)(=O)c1ccccc1,9.3
Cc1cc(NC(=O)c2cc3n(n2)C(C(F)(F)F)CC(c2ccco2)N3)n(-c2ccccc2)n1 (stereo not given),-18.4
COc1ccc(NC(=O)Cn2c(=O)n(CCc3cccc(C)c3)c(=O)c3ccccc32)cc1,-0.8
O=C(Nc1ccccn1)c1ccco1,1.5
COC(=O)C1=C(C)N(C)C(C)=C(C(=O)OC)C1c1ccccc1C(F)(F)F,-2.9
O=C(NCC1CCCO1)c1cc(Sc2ccccc2C(F)(F)F)nc2ccccc12 (stereo not given),-3.9
CCn1c(SCC(=O)N2CCCc3ccccc32)nnc1-c1cccs1,0.5
CCOC(=O)N1CCN(C(=O)c2ccc3c(=O)n(CCc4ccccc4)c(=O)[nH]c3c2)CC1,5.2
O=C(O)c1c2c(nc3ccccc13)CCN(S(=O)(=O)c1ccc(Cl)cc1)C2,-7.8
CCOC(=O)c1cnc(-n2nc(C)cc2C)nc1N1CC(C)OC(C)C1 (stereo not given),1.4
Clc1cc(Cl)c2nc(N3CCCCC3)sc2c1,-5.8
Cc1cc(NC(=O)CCN2C(=O)C3C4C=CC(C4)C3C2=O)c2ccccc2n1 (stereo not given),-8.9
COc1cc2nc(-c3cccc([N+](=O)[O-])c3)oc(=O)c2cc1OC,-14.2
CC1C(c2ccccc2)OC(c2ccccc2)N1C (stereo not given),2.8
COc1ccccc1C1SCCN1S(=O)(=O)c1ccc(C)c([N+](=O)[O-])c1 (stereo not given),-8.2
Cc1ccc(-c2noc(CN(C(=O)c3cccs3)C(C)C)n2)cc1,-3.2
C=CCOc1ccc(/C(O)=C2\C(=O)C(=O)N(Cc3cccnc3)C2c2ccc(C)cc2)cc1C (stereo not given),-1.7
CCn1c(C(O)c2cccc(OC)c2OC)nc2ccccc21 (stereo not given),-3.6
COc1ccc(C(=O)CC(=O)C(=O)Nc2cccc(C)c2C)cc1,-13.4
CN(C)c1ccc(C(O)C(=O)c2ccccc2)cc1 (stereo not given),4.6
Cc1c(NC(=O)CC(=O)Nc2c(C)n(C)n(-c3ccccc3)c2=O)c(=O)n(-c2ccccc2)n1C,-6.3
CCOC(=O)c1c(C)n(C)c2cc(Br)c(O)c(O)c12,-3.4
Cc1cccc(N2CCN(c3cc(C)nc4nnnn34)CC2C)c1 (stereo not given),1.5
CCCCC(=O)Nc1ccccc1OC,-2.6
CC1CC(=O)Nc2ccc([N+](=O)[O-])cc2N1CC(F)(F)F (stereo not given),-6.8
Cc1ccccc1NC(=O)CCn1c(=O)oc2ccccc21,-5.3
CCOC(=O)c1sc2nc(SCc3cccc(Cl)c3)n(CC3CCCO3)c(=O)c2c1C (stereo not given),-1.0
CC1(C)CC(=O)c2c(oc3c(Cl)cc(NS(=O)(=O)c4ccc5ccccc5c4)cc23)C1,0.8
COc1ccc(C2C(C(=O)N3CCC(C)CC3)c3ccccc3C(=O)N2C)cc1 (stereo not given),-3.9&6.0
COC(=O)c1ccc2c(c1)NC1=C(C(=O)CC(C)(C)C1)C(c1ccncc1)N2 (stereo not given),3.8
CC(C)Oc1ccc(C(=O)Nc2c3c(nn2-c2ccc(F)cc2)CS(=O)C3)cc1 (stereo not given),-7.0
CCOc1ccccc1NC(=O)c1ccc([N+](=O)[O-])o1,3.8
Fc1ccc(C2CC(c3ccc4c(c3)OCO4)Nc3nnnn32)cc1 (stereo not given),1.3
O=C(Nc1ccc2nc(C3CC3)n(Cc3ccc(F)cc3)c(=O)c2c1)c1ccco1,2.7
CCOC(=O)C1=C(C)NC2=C(C(=O)C(C(=O)OCC)C(c3ccccc3OC)C2)C1c1ccsc1 (stereo not given),-10.2
CCCOC(=O)c1ccc(N2C(=O)C3CCCCC3C2=O)cc1 (stereo not given),3.2
CC(C)(C)C(=O)Nc1c(Cl)sc2nccc(=O)n12,-1.5
CCOc1ccc(S(=O)(=O)N2C(C)CCCC2C)cc1 (stereo not given),-48.3
COCc1cc(C)nc(SCC(=O)c2ccc([N+](=O)[O-])cc2)c1C#N,-2.5
CCC(=O)N1CCc2cc(OC)c(OC)cc2C1COc1ccc(CC)cc1 (stereo not given),0.4
Cc1ccc(C2=NC(C(C)C)NC(c3ccccc3O)C2)cc1 (stereo not given),-5.8
COc1cc(OC)cc(-c2nnc(SCc3cccnc3)o2)c1,-8.3
Cc1ccc(S(=O)(=O)c2c(C)nn(-c3ccccc3)c2OC(=O)c2ccc([N+](=O)[O-])cc2)cc1,4.7
Cc1cc(C)nc(NCC(O)COc2ccccc2C)n1 (stereo not given),0.9
COC(=O)C1=C(C)N(c2ccc(OC)c(Cl)c2)C(=O)C1,0.4
Nc1ccc2c(c1)C(=O)N(CCO)C2=O,-10.5
O=C(Nc1ccc(-c2nc3ccccc3s2)c(O)c1)c1ccc(F)cc1,1.4
CC(=O)OCCOCn1cnn2c(=O)c(Br)c(C)nc12,-0.3
CCC1(CC)C(=O)C(C)(C)C(=O)OC1c1ccccn1 (stereo not given),8.9

# Rewritten as tab-separated lines: part of the list above
SMILES	14-3-3g Raf
O=C(Nc1ccc2nc(C3CC3)n(Cc3ccc(F)cc3)c(=O)c2c1)c1ccco1	2.7
CCOC(=O)C1=C(C)NC2=C(C(=O)C(C(=O)OCC)C(c3ccccc3OC)C2)C1c1ccsc1 (stereo not given)	-10.2
CCCOC(=O)c1ccc(N2C(=O)C3CCCCC3C2=O)cc1 (stereo not given)	3.2
CC(C)(C)C(=O)Nc1c(Cl)sc2nccc(=O)n12	-1.5
CCOc1ccc(S(=O)(=O)N2C(C)CCCC2C)cc1 (stereo not given)	-48.3
COCc1cc(C)nc(SCC(=O)c2ccc([N+](=O)[O-])cc2)c1C#N	-2.5
CCC(=O)N1CCc2cc(OC)c(OC)cc2C1COc1ccc(CC)cc1 (stereo not given)	0.4
Cc1ccc(C2=NC(C(C)C)NC(c3ccccc3O)C2)cc1 (stereo not given)	-5.8
COc1cc(OC)cc(-c2nnc(SCc3cccnc3)o2)c1	-8.3
Cc1ccc(S(=O)(=O)c2c(C)nn(-c3ccccc3)c2OC(=O)c2ccc([N+](=O)[O-])cc2)cc1	4.7
Cc1cc(C)nc(NCC(O)COc2ccccc2C)n1 (stereo not given)	0.9
COC(=O)C1=C(C)N(c2ccc(OC)c(Cl)c2)C(=O)C1	0.4
Nc1ccc2c(c1)C(=O)N(CCO)C2=O	-10.5
O=C(Nc1ccc(-c2nc3ccccc3s2)c(O)c1)c1ccc(F)cc1	1.4
CC(=O)OCCOCn1cnn2c(=O)c(Br)c(C)nc12	-0.3
CCC1(CC)C(=O)C(C)(C)C(=O)OC1c1ccccn1 (stereo not given)	8.9

# Later entries:
SMILES,14-3-3g Raf
COc1cccc(C(=O)Nc2cccc(OC(=O)c3cc(S(=O)(=O)N4CCCCCC4)ccc3Cl)c2)c1,-26.8
CCOCCCn1c(=N)c(C(N)=O)cc2c(=O)n3cccc(C)c3nc21,-4.9
Cc1ccc(-c2noc(CCC(=O)N(C)c3cc(Cl)ccc3C)n2)cc1,-11.8
CCOc1ccc(Br)cc1-c1noc(-c2cccs2)n1,1.2
O=C(CSc1ncnc2c1nnn2-c1ccc(F)cc1)NCc1ccco1,-10.5
CN(C)CCCCCNCCCNC(=O)/C=N\O,3.6
CCN(CC)CCCCCCCCOC(=O)c1cc(OC)c(OC)c(OC)c1,-0.3
COc1cc2nc(SCC(=O)NCc3ccco3)n3nc(C)nc3c2cc1OC,-9.9
CCOc1cc2c(cc1OCC)C(C(=O)O)C(c1ccc(OC)c(O)c1)N(C)C2=O (stereo not given),-3.3
COc1ccc(-n2nc(C(=O)NCC(=O)N3CCOCC3)c3ccccc3c2=O)cc1,-0.8
CCC(C(=O)Nc1nc(C)cs1)c1ccccc1 (stereo not given),-6.1
O=C(CN1CCN(c2ccccn2)CC1)N1c2ccccc2CCc2ccccc21,1.7
Cc1cc2cc(CN(CC3CCCO3)C(=O)c3cnccn3)c(=O)[nH]c2cc1C (stereo not given),-5.5
CCCCOc1ccccc1C1NC(=O)NC(C)=C1C(=O)OCCOCC (stereo not given),-2.6
Cn1cc(C(c2ccc([N+](=O)[O-])o2)c2cn(C)c3ccccc23)c2ccccc21,-165.5
OC(COc1ccc2c(c1)CCC2)CN1CCN(c2ccccc2F)CC1 (stereo not given),-1.2
O=C(N[C@@H](Cc1ccccc1)C(=O)O)c1cccnc1,3.1
CC1(C)Oc2ccc3ccc(=O)oc3c2/C(=C/NCCO)C1=O,2.4
COc1ccc(NC(=O)c2coc(=O)c3ccccc23)cc1OC,0.5
COc1ccc(Nc2nc(OC)nc(N3CCN(c4ccc(OC)cc4)CC3)n2)cc1,3.8
O=S(=O)(N[C@@H]1C[C@H]2CC[C@@H]1C2)c1cccs1,-0.1
O=C(CSc1nc2c([nH]c3ccccc32)c(=O)n1-c1cccc(Cl)c1)NCC1CCCO1 (stereo not given),-7.1
CC(C)(C)C1CCc2c(sc(NC(=O)c3ccc(F)cc3)c2C(=O)N2CCOCC2)C1 (stereo not given),3.2
CC12CC3CC(C)(C1)CC(C(=O)Nc1nn[nH]n1)(C3)C2,-7.0
COc1ccc(OC)c(S(=O)(=O)NCCO)c1,-2.3
C=C(C)COc1ccc2oc(C)c(C(=O)OCCOC)c2c1,-2.7
COC(=O)c1sccc1NC(=O)CSc1nnnn1-c1ccccc1F,-10.9
O=C(NCc1ccco1)c1ccc(SC2CCCCC2)c([N+](=O)[O-])c1,-5.5
Cc1[nH]c2ccc(-c3nnc(SCC(N)=O)n3-c3ccc(Br)cc3)cc2c1C,0.1
O=C(Nc1cccc2cccnc12)c1cccnc1,0.8
O=S(=O)(Nc1ccc(O)c(Sc2nc3ccccc3s2)c1)c1ccc(Cl)cc1,1.9
COc1ccc(C2Nc3ccccc3NC3=C2C(=O)CC(C)(C)C3)cc1OCc1ccccc1 (stereo not given),-11.5
COc1ccc(Cc2nc(-c3cccs3)no2)cc1OC,-5.5
CC[N+](CC)(CC)C/C(N)=N/O,-3.0
CCC(Sc1nc2ccsc2c(=O)n1Cc1ccccn1)C(=O)Nc1cccc(C)c1 (stereo not given),0.8
CC(=O)OCC1OC(n2ccc(=O)[nH]c2=O)C(O)C1O (stereo not given),1.2
CN(Cc1ccccc1)C(=O)c1cnc2n(c1=O)CCS2,2.4&3.6
NS(=O)(=O)c1ccc(NC(=O)c2cccc([N+](=O)[O-])c2)cc1,-3.5
COc1ccc(NC(=O)c2ocnc2C)cc1OC,-2.9
Cc1ccc(N2C(=O)CSC2c2ccc(Cl)cc2)cc1F (stereo not given),-2.8
Cc1ccc(-n2c(=O)c3sccc3n(Cc3cccc(Cl)c3)c2=O)cc1F,-5.7
CSc1nc(C)cc(OCC(=O)n2nc(C)cc2C)n1,-2.1
CCCCOc1ccc(Cl)cc1CSc1nnc(C)n1N,-1.5
O=C(COc1ccc2ccccc2c1)OCC(=O)c1ccc(Br)cc1,-6.5
CC1CCCC(C)N1C(=O)CCN1C(=O)C2C3C=CC(C3)C2C1=O (stereo not given),5.9
Cc1cc(OCc2n[nH]c(=S)n2C)ccc1Cl,-1.6
CCC(=O)Nc1ccc2oc(-c3ccc(Br)c(C)c3)nc2c1,-102.9
CC(=O)N1c2c(cc(Br)cc2S(=O)(=O)Nc2ccc(C)c(C)c2)CC1C (stereo not given),5.4
O=C(Nc1cccc(-c2nc3ccccc3[nH]2)c1)c1ccc(S(=O)(=O)N2CCCC2)cc1,-41.3
O=C(c1cnccn1)N1CCN(c2ccccc2F)CC1,-26.6
Cc1ccc(-c2nc(CS(=O)CC(=O)NC3CCC(C)CC3)c(C)o2)cc1 (stereo not given),-1.1
O=C(Oc1oc(-c2ccco2)nc1C=Nc1ccccc1)c1ccoc1,-1.8
COc1ccccc1-c1cc(C(F)(F)F)nc(S(=O)(=O)CCCC(=O)O)n1,4.3
O=C1Nc2ccccc2C(O)(C(=O)N2CCN(c3ccccn3)CC2)N1c1ccccc1 (stereo not given),1.0
CCn1ccnc1C(O)c1ccc(OC)c(OC)c1 (stereo not given),10.4
CCc1ccc(NC(=O)CSc2nnc(CNC(=O)c3c(F)cccc3Cl)o2)cc1,7.0
CCN(CC)S(=O)(=O)c1ccc2c(c1)c(=O)c(C(=O)N1CCN(c3ccc([N+](=O)[O-])cc3)CC1)cn2C,-6.9
CCCCCSc1nnc2c(n1)OC(c1cccs1)Nc1ccccc1-2 (stereo not given),-44.7
Cc1cc2ccccc2n1CCNC(=O)c1cc2ccccc2oc1=O,-8.6
CCN1C(=O)c2ccc(C(=O)Nc3cc(C(=O)O)cc(C(=O)O)c3)cc2C1=O,4.6
# Later entries.
SMILES,14-3-3g Raf
O=c1c2c3c(sc2ncn1Cc1ccc(C(F)(F)F)cc1)CCCC3,1.2
COc1ccc(CCNC(=O)c2cc(=O)[nH]c3ccc(S(=O)(=O)N4CCCCC4C)cc23)cc1OC (stereo not given),-9.4
Cc1cc(NC(=O)c2ccccc2Cl)ccc1-c1cc2ccccc2oc1=O,-5.8
Cc1ccc(C2Nc3ccc4ccccc4c3C3=C2C(=O)CC(C)(C)C3)o1 (stereo not given),-4.1
Cc1cc(NC(=O)Nc2cccc(F)c2)n(-c2ccc(OC(F)(F)Cl)cc2)n1,2.0

# Only part of the results is shown; rates above refer to the full screens.
